Compound activity (PubChem BioAssay)
pPAFAH inh = pPAFAH enzyme inhibitors, primary screen, biochemical, fluorescence polarization, human | Platelet-activating factor acetylhydrolase (Homo sapiens), Q13093 | recombinant pPAFAH, FP-rhodamine probe fluorescence polarization | inhibition, % at 3.39 µM | 330,000 compounds, 1.5% hits;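 active = inhibition above the mean inhibition across the screen plus 3 SD, cut at about 25% in these data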;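 also: inhibitors block binding of the rhodamine activity-based probe so polarization drops; 0% = enzyme with DMSO and 100% = wells lacking pPAFAH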
Target sequence (Q13093 whole entry, looked up): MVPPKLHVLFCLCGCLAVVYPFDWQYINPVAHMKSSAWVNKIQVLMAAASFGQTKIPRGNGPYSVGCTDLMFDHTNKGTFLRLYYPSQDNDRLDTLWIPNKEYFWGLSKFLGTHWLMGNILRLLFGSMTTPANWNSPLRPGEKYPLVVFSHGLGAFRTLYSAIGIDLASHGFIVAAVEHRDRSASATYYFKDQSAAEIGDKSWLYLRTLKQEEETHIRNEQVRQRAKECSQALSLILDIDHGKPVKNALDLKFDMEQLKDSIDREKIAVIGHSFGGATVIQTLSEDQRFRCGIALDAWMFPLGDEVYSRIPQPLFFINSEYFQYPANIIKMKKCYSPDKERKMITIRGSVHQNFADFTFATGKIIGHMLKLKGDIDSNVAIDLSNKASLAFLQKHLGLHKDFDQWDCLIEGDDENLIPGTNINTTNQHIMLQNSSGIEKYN
PME-1 primary = PME-1 inhibitors via competitive probe labeling, primary screen, biochemical, fluorescence polarization, FP-Rh probe, HTS | recombinant PME-1 | 320,000 compounds, 0.53% hits | inhibition, % at 5.9 µM | Protein phosphatase methylesterase 1 (Homo sapiens), Q9Y570;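 active = inhibition above the campaign mean of all compounds plus 3 SD, cut at about 26% in these data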;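 also: competitive labeling of PME-1 active site by serine hydrolase directed probe; 0% = PME-1 with DMSO and 100% = wells lacking PME-1 enzyme; inhibitors block probe labeling so polarization falls and inhibition rises; many of its hits are not listed in these tables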
LYPLA1 inh = LYPLA1 inhibitors, primary screen, counter-screen for PME1 inhibitor project, biochemical, fluorescence polarization, FP-Rh probe ABPP. AID 2174, 2009. 320,000 compounds, 0.16% hits. inhibition, % at 5.9 µM. recombinant LYPLA1. Acyl-protein thioesterase 1 (Homo sapiens), O75608;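 active = inhibition above the mean of all tested compounds plus 3 SD, set per campaign, cut at about 14% in these data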;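 also: inhibitors block serine hydrolase probe labeling of LYPLA1 so polarization falls; 0% = enzyme with DMSO and 100% = wells lacking LYPLA1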
Target sequence (O75608 whole entry, looked up): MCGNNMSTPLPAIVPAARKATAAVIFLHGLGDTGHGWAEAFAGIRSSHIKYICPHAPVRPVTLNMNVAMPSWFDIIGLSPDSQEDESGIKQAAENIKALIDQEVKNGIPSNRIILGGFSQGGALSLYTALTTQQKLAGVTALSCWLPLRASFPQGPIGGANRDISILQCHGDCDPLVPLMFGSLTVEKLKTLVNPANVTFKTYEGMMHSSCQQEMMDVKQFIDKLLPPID
PAFAH1B3 inh = PAFAH1B3 enzyme inhibitors, primary screen, biochemical, fluorescence polarization, human | recombinant PAFAH1B3, FP-rhodamine probe | inhibition, % at 3.39 µM | 340,000 compounds, 0.28% hits;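 active = inhibition above the screen-wide average of all tested compounds plus 3 SD, cut at about 25% in these data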;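 also: 0% = enzyme with DMSO only and 100% = wells lacking PAFAH1B3 protein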
GSTO1 counter = inhibitors of recombinant GSTO1, primary screen, counter-screen for RBBP9 inhibitor project, biochemical, fluorescence polarization | Glutathione S-transferase omega-1 (Homo sapiens), P78417 | activity-based probe fluorescence polarization | inhibition, % at 5.96 µM | 300,000 compounds, 1.1% hits | AID 1974, 2009;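 active = inhibition above the campaign mean inhibition plus 3 SD, cut at about 35% in these data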;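 also: 0% = GSTO1-1 with DMSO and 100% = wells lacking GSTO1-1 enzyme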
Target sequence (P78417 whole entry, looked up): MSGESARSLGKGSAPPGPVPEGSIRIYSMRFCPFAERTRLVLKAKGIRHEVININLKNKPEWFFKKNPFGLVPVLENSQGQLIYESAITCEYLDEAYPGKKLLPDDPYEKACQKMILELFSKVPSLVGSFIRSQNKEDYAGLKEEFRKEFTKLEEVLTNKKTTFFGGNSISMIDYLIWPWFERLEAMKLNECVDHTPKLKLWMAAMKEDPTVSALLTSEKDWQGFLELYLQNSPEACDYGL
Fam108B inh = mouse Fam108B serine hydrolase inhibitors, primary screen, counter-screen for RBBP9 inhibitor project, biochemical, fluorescence polarization. recombinant Fam108B, FP-Rh probe fluorescence polarization. inhibition, % at 9.51 µM. 300,000 compounds, 0.33% hits. AID 1947, 2009;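 active = inhibition above the screen mean inhibition plus 3 SD, computed separately per campaign, cut at about 18% in these data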;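 also: inhibitors lower polarization as less probe binds the enzyme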
PAD4 FP inh = human PAD4 inhibitors, primary screen, biochemical, fluorescence polarization, 1536-well format | Protein-arginine deiminase type-4 (Homo sapiens), Q9UM07 | recombinant PAD4, RCA probe fluorescence polarization | inhibition, % at 6.36 µM | 330,000 compounds, 0.41% hits | AID 485272, 2010;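 active = percent inhibition above a cutoff equal to the mean of all tested compounds plus 3 SD, cut at about 15% in these data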;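 also: 0% = PAD4 with RCA probe and DMSO and 100% = probe without PAD4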
PAFAH2 inh = PAFAH2 enzyme inhibitors, primary screen, biochemical, fluorescence polarization, human; Platelet-activating factor acetylhydrolase 2, cytoplasmic (Homo sapiens), Q99487; recombinant PAFAH2, FP-rhodamine activity probe; inhibition, % at 3.39 µM; 340,000 compounds, 0.99% hits;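 active = inhibition above the mean over all tested compounds plus 3 SD, cut at about 30% in these data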;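 also: inhibitors block probe labeling of enzyme so polarization drops; 0% = enzyme with DMSO and 100% = wells lacking PAFAH2 protein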
PAFAH1B2 FP inh = PAFAH1B2 enzyme inhibitors, primary screen, biochemical, fluorescence polarization, human; 340,000 compounds, 1.2% hits; Platelet-activating factor acetylhydrolase IB subunit alpha2 (Homo sapiens), P68402; recombinant PAFAH1B2, FP-rhodamine activity probe; inhibition, % at 3.39 µM; AID 492953, 2010;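 active = inhibition above the mean of all tested compounds plus 3 SD, cut at about 24% in these data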;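 also: 0% = enzyme with DMSO and 100% = wells lacking PAFAH1B2; many of its hits are not listed in these tables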
Starred values were filed as active, the others as inactive; . = not tested or not shown.

Below each compound – pPAFAH inh	PME-1 primary	LYPLA1 inh	PAFAH1B3 inh	GSTO1 counter	Fam108B inh	PAD4 FP inh	PAFAH2 inh	PAFAH1B2 FP inh
COc1cc(SC)ccc1C(=O)Nc1ccc(C)cc1
 : -0.1	-2.1	-0.8	-0.1	0.0	-2.9	-0.2	-4.1	9.7
CC(C)c1ccc(NC2CCCN(C(=O)c3cccnc3)C2)cc1 (centres undefined)
 : -4.0	10.5	-0.6	-5.1	0.0	8.5	-3.7	-4.1	5.3
CCOc1cc(-c2nc(C)c(C(C)=O)n2O)ccc1OCC(=O)Nc1ccccc1
 : 6.7	1.0	-0.7	13.1	-3.8	4.0	1.1	3.0	8.3
Cc1[nH]nc(-c2ccc(O)c(C)c2O)c1-c1cnn(-c2ccccc2)c1
 : 17.7	0.9	-7.6	12.7	-5.8	9.2	-1.5	7.9	5.2
O=C(NCc1ccc2c(c1)OCO2)C(=O)NCC1OCCN1S(=O)(=O)c1ccccc1 (centres undefined)
 : 6.1	-1.6	-3.0	-4.8	0.4	1.6	3.0	-12.5	10.6
CN(C)CCCNC(=S)N1CCn2c(nc3ccccc32)C1
 : -4.4	-1.8	1.5	-6.6	4.3	1.5	-4.9	-0.8	-4.1
CC(C)C(C(=O)Nc1ccc(S(=O)(=O)N2CCOCC2)cc1)N1C(=O)c2ccccc2C1=O (centres undefined)
 : 1.2	1.7	-1.8	0.1	7.9	-1.8	-4.3	-10.3	-0.7
CCCCOc1ccc(/C=C/C(=O)OCC(=O)N2CC(=O)Nc3ccccc32)cc1OCC
 : 12.4	-2.8	-3.1	0.4	-4.6	-8.5	-7.2	-4.9	0.0
Cc1cccc(NC(=O)CSc2nnnn2-c2ccc3c(c2)OCCO3)n1
 : 1.1	4.3	-4.9	0.9	1.9	-1.6	-6.0	-0.1	1.0
COc1nc(N(c2ccccc2)c2ccccc2)nc(-n2ccnc2)n1
 : 12.2	4.6	5.0	0.0	-5.0	0.6	3.2	-5.8	1.6
Cc1ccc(-n2c(SCC(=O)NCCN3C(=O)CSC3=O)nnc2-c2cccc(C)c2)cc1
 : 5.2	3.6	-6.5	1.7	0.5	6.3	0.2	-1.3	2.2
COc1cc(NC(=O)Cc2c(C(=O)O)[nH]c3ccccc23)cc(OC)c1OC
 : 5.6	8.1	2.4	5.5	-6.1	4.5	-2.5	9.9	4.6
COc1ccc(-c2cc(C)no2)cc1S(=O)(=O)NCCCN(C)Cc1ccccc1
 : 7.3	5.5	-2.0	1.6	0.6	5.2	-1.3	6.4	4.5
O=C(Cn1c(=O)oc2ccccc21)Nc1ccccc1Cl
 : 0.0	-2.8	0.2	4.1	3.0	0.9	4.2	-1.6	7.1
CCCCNc1c(-c2cccc(-c3cc(C(C)=O)cs3)c2)nc2cc(C)ccn12
 : 32.6*	9.9	4.3	9.6	5.7	6.6	0.6	4.7	6.6
CC(=O)c1ccc(N2CCN(C(=O)Nc3cccc(F)c3)CC2)cc1
 : 2.3	0.2	1.5	1.5	8.9	0.3	-4.4	-2.0	-0.3
Cc1cccnc1NC(=O)CSc1ccc2c(c1)OCCO2
 : -0.6	-4.7	-0.4	-4.8	.	.	0.9	8.7	2.3
CC1=C(C(=O)OC(C)C)C(c2cn(-c3ccccc3)nc2-c2cccs2)NC(=O)N1 (centres undefined)
 : 2.7	-3.7	-1.4	3.6	-0.1	-0.7	-3.2	1.4	-0.3
CCCn1nc(C(=O)N2CCc3ccccc32)c2ccccc2c1=O
 : -0.2	-3.9	-0.2	8.7	.	.	1.9	-2.9	4.9
CCOC(=O)N1CCC(N2C(=O)c3ccccc3C2Nc2ccc3c(c2)OCCO3)CC1 (centres undefined)
 : 4.8	11.1	2.6	7.7	4.2	-1.4	-1.0	0.7	2.5
COc1ccc(N(C(C)=O)c2nc(C)cc(C)c2C#N)c(OC)c1
 : -2.6	0.0	1.7	-9.3	3.9	7.7	0.2	-4.5	5.8
S=C(NCc1ccc2c(c1)OCO2)NC1CC1
 : 4.5	2.5	-3.4	-1.6	12.9	0.8	2.6	2.9	8.6
Cc1cc(C)nc(NS(=O)(=O)c2ccc(NC(=O)CCC3COc4ccccc4O3)cc2)n1 (centres undefined)
 : 4.3	-6.3	-0.4	7.5	4.3	-2.5	-1.6	-0.3	4.6
CN(C)CCn1c(N)nc2ccccc21
 : 4.4	-10.9	0.3	-3.2	-7.2	-5.2	1.6	4.2	-1.0
Cc1cc(C)nc(NC(=O)c2cc(Br)ccc2Cl)n1
 : -2.0	1.0	1.5	13.7	-3.6	-4.0	2.7	6.6	-2.8
Clc1ccc2nc(-c3ccncc3)cc(-c3ccccc3)c2c1
 : 3.9	0.6	0.1	3.2	2.1	2.5	1.0	-3.8	-3.0
OCCN(Cc1ccccc1)Cc1cccc(C(F)(F)F)c1
 : -4.7	-2.4	-1.2	3.8	-0.2	1.8	-2.8	5.3	1.9
C=CC[C@@H](CC(=O)N(CCO)Cc1ccccc1)C(=O)NC[C@@H](OC(=O)[C@@H](CC=C)CC(=O)OC(C)(C)C)c1ccccc1
 : 10.7	.	.	13.4	.	.	4.1	4.0	12.9
COc1ccc(C(C)=O)cc1COC(=O)CCC(=O)N(CC(C)C)c1c(N)n(CC(C)C)c(=O)[nH]c1=O
 : -1.6	0.8	-0.9	-6.4	-7.3	1.2	-6.2	-1.5	-1.0
C=CCN1C(=O)C(CC(=O)Nc2ccccc2)SC1=Nc1ccc(S(N)(=O)=O)cc1 (centres undefined)
 : 4.6	3.4	-1.7	11.8	2.4	1.1	4.3	0.6	3.6

Arranged by molecular weight (lowest first): some entries from above
Below each compound – pPAFAH inh	PME-1 primary	LYPLA1 inh	PAFAH1B3 inh	GSTO1 counter	Fam108B inh	PAD4 FP inh	PAFAH2 inh	PAFAH1B2 FP inh
O=C(Cn1c(=O)oc2ccccc21)Nc1ccccc1Cl
 : 0.0	-2.8	0.2	4.1	3.0	0.9	4.2	-1.6	7.1
CCCn1nc(C(=O)N2CCc3ccccc32)c2ccccc2c1=O
 : -0.2	-3.9	-0.2	8.7	.	.	1.9	-2.9	4.9
O=C(NCc1ccc2c(c1)OCO2)C(=O)NCC1OCCN1S(=O)(=O)c1ccccc1 (centres undefined)
 : 6.1	-1.6	-3.0	-4.8	0.4	1.6	3.0	-12.5	10.6
Cc1ccc(-n2c(SCC(=O)NCCN3C(=O)CSC3=O)nnc2-c2cccc(C)c2)cc1
 : 5.2	3.6	-6.5	1.7	0.5	6.3	0.2	-1.3	2.2

Later entries:
Below each compound – pPAFAH inh	PME-1 primary	LYPLA1 inh	PAFAH1B3 inh	GSTO1 counter	Fam108B inh	PAD4 FP inh	PAFAH2 inh	PAFAH1B2 FP inh
O=S(=O)(NCc1cccnc1)c1ccc(Cl)nc1
 : 5.1	-4.0	2.3	6.9	4.7	-1.4	-4.2	5.6	-1.3
Cc1ccc(NC(=O)CCC2CC(C)(C)OC2=O)cc1 (centres undefined)
 : 3.8	0.4	2.0	2.4	1.3	1.6	-5.8	3.6	5.5
Cc1ccc(C2(CC(=O)O)CCOC(C)(C)C2)cc1 (centres undefined)
 : 5.0	3.5	-2.3	6.3	0.5	0.2	0.8	-0.8	2.1
CCOc1ccc(CN2CCNC(=O)C2CC(=O)NCCN2CCOC2=O)cc1 (centres undefined)
 : 1.3	-1.0	2.1	1.5	1.2	-0.1	-2.6	-5.8	-0.6
CCN(CC)CCOC(=O)c1ccc(NC(=O)CCNC(=O)Cn2ccc3ccccc3c2=O)cc1
 : -3.4	-1.5	1.4	13.8	0.0	1.1	1.1	4.9	9.6
Cc1ccc(CNC(=O)C(=O)Nc2nccs2)cc1
 : 2.3	-1.6	-2.2	2.2	-1.6	-4.9	-6.0	-3.9	0.6
COc1ccc(NC(=S)NCCc2c[nH]c3ccccc23)c(OC)c1
 : -3.5	3.9	0.8	6.6	9.9	4.7	1.1	1.7	0.5
COc1ccc(Br)c(C(=O)OCC(=O)NC2CC2)c1
 : 4.5	6.0	-2.4	7.6	.	.	-2.7	2.5	7.3
COc1cc(/C=C/C(=O)NCCc2ccc(S(N)(=O)=O)cc2)ccc1OCC#N
 : 0.6	-1.3	0.3	-10.2	-13.2	2.4	-0.9	-1.8	-6.8
CC(=O)c1sc(NC(=O)CS(=O)(=O)c2ccccc2)nc1C
 : 2.5	-3.9	-0.3	1.8	2.3	0.7	-5.2	6.5	3.3
Cc1cccc(Oc2ccc(C(=O)NC3CCSC3=O)cn2)c1C (centres undefined)
 : 4.4	-0.8	-0.8	7.6	-2.6	-1.4	1.4	-1.2	5.7
O=C(CCCN1C(=O)/C(=C\c2cccs2)SC1=S)NNC(=O)c1cccnc1
 : 0.1	-7.1	-1.1	7.5	1.6	0.8	-5.5	-1.5	6.7
CCc1nnc(NC(=O)CSc2nnc(CNc3cccc(C)c3)n2-c2ccccc2)s1
 : 5.7	-10.7	1.9	1.8	3.7	1.0	0.0	-4.3	6.0
Cc1nn(C(C)C(=O)N2CCCCC2)c(=O)c2c1sc1ccccc12 (centres undefined)
 : 1.6	-2.9	-3.7	-2.6	3.4	2.0	-0.6	-0.6	0.9
O=C(O)CNC(=O)c1ccccc1Br
 : 2.7	-1.3	-1.1	3.7	3.5	-2.8	4.4	-8.2	-4.3

Some of the compounds tested; rates above refer to the full screens.
